# XiGFP reactiv = activators of X-chromosome reactivation in mouse fibroblasts; activation, % at 7.58 µM; actives 0.055% (n = 360,000); XiGFP mouse fibroblasts, % GFP-positive cells imaging, 3 d; cells co-treated with 5-aza-dC sensitizer; scaled so ellipticine positive control = 100%;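 active = mean normalized replicate activation at least 10% and every replicate at or above 10%; inconclusive = only one of the two criteria met; inactive = mean below 10% and not all replicates reach 10%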;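 also: 0% = median of on-plate neutral control wells and 100% = ellipticine 6 µM median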
#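 System: 68-5-11 XiGFP fibroblast line | Buffer or medium: DMEM containing 5-aza-dC | Compound: Single point | Times: Compounds 3 days, fix/stain 15 min at room temperature | Benchmarks: Positive control ellipticine, 6 µM final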
# RAD54 branch = RAD54 (human) branch migration inhibition. actives 0.14% (n = 360,000). inhibition, % at 10.4 µM. Q92698. RAD54 Holliday junction branch migration, FAM/BHQ fluorescence;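 active = mean normalized replicate activity at least 40 and at least half of replicates scoring 40 or more; inconclusive = only one of the two criteria met; inactive = mean below 40 and under half of replicates reaching 40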;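 also: 0% = median of neutral control wells and 100% = median of positive control wells; inhibitors cause a drop in the FAM fluorescence signal; in these data hits start at about 50%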
# CFTR F508del cor = correctors of CFTR F508del function in bronchial epithelial cells | CFBE cells, YFP halide quenching; stimulated with forskolin plus potentiator P3; % fluorescence drop versus neutral controls | activity (quench increase), % at 7.58 µM | actives 0.36% (n = 350,000);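 active = mean added fluorescence quench of at least 8% versus neutral control, with both replicates also reaching 8%; inconclusive = only one of the mean or replicate conditions met; inactive = mean below 8% and not both replicates reaching 8%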;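 also: cells transiently co-express mutant CFTR-F508del with the halide-sensitive YFP; corrector assay measuring rescue of mutant channel to the surface after 24 h compound exposure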
# Casp6 inh = blocks human caspase-6 cleavage activity | P55212 | purified caspase-6, Z-VEID-R110 cleavage fluorescence | inhibition, % at 12.5 µM | actives 0.53% (n = 350,000) | AID 686996;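 active = mean inhibition across replicates at least about 35%, with every replicate also reaching that limit, limit read from the data; inconclusive = only one of the two criteria met; inactive = neither criterion met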;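 also: 0% = median of neutral control wells and 100% = no fluorescence left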
# DENV2 CPE rescue = inhibitors of DENV2 cytopathic effect; DENV2-infected cells, cytopathic effect rescue, plate reader; CPE inhibition, % at 9.99 µM; actives 1.7% (n = 350,000); in the data active = CPE inhibition above about 20%, passing the limit was not always enough; inconclusive = no clear call, values can overlap the other calls; tested in BHK-21 cells;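 also: 0% = median of neutral control wells and 100% = median of positive control wells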
# GSIS activator = primary screen for activators of insulin secretion dependent on glucose, INS-1E cells, GLuc reporter luminescence | INS-1E GLuc reporter insulin secretion, 2-3 h | activation, % at 16.6 µM | actives 0.61% (n = 370,000) | AID 743287;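 active = lowest replicate activation of at least 40%, so every replicate reaches that level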;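 also: 0% = median of neutral control wells and 100% = median of IBMX positive control wells; some compounds called inactive have numbers as strong as hits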
# E-sel inducer = induces E-selectin expression in human endothelial cells; P16581; actives 0.37% (n = 260,000); activation, % at 7.58 µM; HUVEC E-selectin immunofluorescence imaging; normalized: neutral wells 0, TNF-alpha wells 100; AID 686992;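 active = mean E-selectin-positive cell signal at least 10% of the positive control, reached in at least 60% of replicates, without over 20% cell loss; inconclusive = no rule given, readout overlaps actives, possibly toxicity-flagged; inactive = the rest, including those meeting only one limit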;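 also: in these data hits start at about 27%; measured in HUVEC primary endothelial cells; signal is the percent of cells scored E-selectin positive by PE staining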
# Target sequence (P16581 whole entry, looked up): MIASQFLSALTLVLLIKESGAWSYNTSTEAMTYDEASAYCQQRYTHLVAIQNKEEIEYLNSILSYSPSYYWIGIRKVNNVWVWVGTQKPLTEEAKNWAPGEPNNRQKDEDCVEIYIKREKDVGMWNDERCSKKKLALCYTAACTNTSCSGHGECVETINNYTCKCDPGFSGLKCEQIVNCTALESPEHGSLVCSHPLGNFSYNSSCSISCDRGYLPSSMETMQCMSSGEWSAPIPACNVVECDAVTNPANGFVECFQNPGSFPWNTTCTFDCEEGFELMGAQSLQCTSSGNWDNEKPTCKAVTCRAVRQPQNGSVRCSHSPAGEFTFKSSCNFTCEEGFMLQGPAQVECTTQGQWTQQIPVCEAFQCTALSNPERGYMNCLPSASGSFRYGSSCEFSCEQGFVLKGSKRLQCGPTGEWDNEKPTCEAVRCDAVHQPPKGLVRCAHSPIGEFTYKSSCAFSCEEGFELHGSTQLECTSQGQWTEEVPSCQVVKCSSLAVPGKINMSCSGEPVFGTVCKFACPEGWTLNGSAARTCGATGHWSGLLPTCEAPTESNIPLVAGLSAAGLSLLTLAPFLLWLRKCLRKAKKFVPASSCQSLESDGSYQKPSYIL
#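 Assay system: HUVEC, human umbilical vein endothelial cells / Amount: 3,000 HUVEC/well / Controls: TNF-alpha positive control, DMSO neutral control / Compound dosing: single concentration / Medium: EGM-2 over gelatin coat / Evaluation: percent E-selectin-positive cells / Signal: immunofluorescence imaging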
# RAD52 inh = RAD52 (human) annealing inhibition; inhibition, % at 18.7 µM; P43351; AID 651710; actives 0.46% (n = 360,000); recombinant RAD52 DNA annealing, FRET fluorescence;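 active = every replicate showing at least 50% inhibition; inconclusive = mean inhibition at least 50% but not in every replicate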
# Target sequence (P43351 whole entry, looked up): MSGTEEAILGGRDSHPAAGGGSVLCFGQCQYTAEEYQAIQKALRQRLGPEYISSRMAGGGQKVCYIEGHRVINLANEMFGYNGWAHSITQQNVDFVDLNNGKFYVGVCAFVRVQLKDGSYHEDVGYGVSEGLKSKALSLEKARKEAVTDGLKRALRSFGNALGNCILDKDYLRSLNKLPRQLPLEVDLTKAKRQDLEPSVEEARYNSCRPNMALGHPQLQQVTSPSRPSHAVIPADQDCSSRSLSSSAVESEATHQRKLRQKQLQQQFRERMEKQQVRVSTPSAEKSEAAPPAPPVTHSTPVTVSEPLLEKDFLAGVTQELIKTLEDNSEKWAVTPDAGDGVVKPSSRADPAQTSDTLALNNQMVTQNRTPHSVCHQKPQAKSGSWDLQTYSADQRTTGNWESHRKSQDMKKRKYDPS
# The depositor's hits bear a star; ? = inconclusive; nt = no result given; & = joins results of further samples. Rows are unselected; 3.7% or so of the library scored in one or more.
SMILES,XiGFP reactiv,RAD54 branch,CFTR F508del cor,Casp6 inh,DENV2 CPE rescue,GSIS activator,E-sel inducer,RAD52 inh
CCOC(=S)SCC(=O)Nc1nc(-c2ccc(Br)cc2)cs1,-0.1,nt,0.6,0.4,-8.8,-5.7,4.2,-28.2
CC(C)C(NC(=O)c1ccc(Cl)cc1)C(=O)NCC1CCCO1 (stereo not drawn),0.3,-16.0,2.2,2.4,-6.5,-1.2,nt,-17.1
CC(=O)Nc1c(I)c(NC(C)=O)c(I)c(C(=O)O)c1I,-0.1&0.3,1.9&1.2,0.0&3.7,3.2,-9.3&-7.3,nt,0.1&-2.5,-36.1&-8.2
N#C[C@H]1[C@H](c2ccccc2C2=CCCCC2)[C@H](CO)N1C(=O)CN1CCOCC1,0.0,nt,2.2,-0.1,0.6,0.9,0.1,9.7
C/C(=N\N=C1\NC(=O)CC(C(=O)O)S1)c1ccc(F)cc1 (stereo not drawn),0.3,-2.1,nt,1.0,0.0,1.5,-0.1,-18.9
CCCCN(C(=O)c1cc(Cl)nc2ccccc12)c1c(N)n(Cc2ccccc2)c(=O)[nH]c1=O,0.6,-3.9,1.6,-2.0,0.6,-11.4,-0.2,-11.0
O=C(/C=C/c1ccco1)NC1=NCCS1,0.0,-4.3,nt,nt,nt,8.0,3.8,nt
COc1cccc(CN(C(=O)c2cccs2)C2CCS(=O)(=O)C2)c1 (stereo not drawn),-0.1,-3.6,0.3,-1.7,0.4,15.2,nt,4.7
O=C1CCC(=O)N1c1ccc(S(=O)(=O)Nc2cccc(Br)c2)cc1,-0.1,1.8,-0.9,-1.0,-10.1,-1.7,-0.1,-10.9
COc1ccc(NC(=O)C2CC(=O)N(c3ccccc3F)C2)cc1S(=O)(=O)N1CCCCC1 (stereo not drawn),0.0,-11.3,0.4,-4.9,1.7,nt,-0.2,-5.1
O=C(CCC(=O)N1CCN(C(=O)c2ccco2)CC1)c1ccc(F)cc1,0.0,nt,-0.8,2.6,-3.5,2.3,16.1,-20.7
CCOC1=C2CN(S(=O)(=O)c3ccc(C)cc3)[C@H](c3ccccc3)C[C@@H]2N(S(=O)(=O)c2ccc(Br)cc2)[C@H](c2ccccc2)C1,0.1,3.5,2.9,-2.1,2.8,5.0,1.6,-6.2
O=C(Cn1c(NCCO)nc2ccccc21)c1ccc([N+](=O)[O-])cc1,0.0,-18.1,0.3,2.4,5.7,2.5,nt,-4.5
COc1ccc([C@H]2CC(=O)C=C(c3cccc(Br)c3)C2)cc1OC,0.1,-3.0,3.3,-2.0,7.9,13.4,-0.1,-6.7
COc1ccc(N(CC(=O)N2CCOCC2)S(=O)(=O)c2ccccc2)cc1Cl,0.4,1.1,-0.4,3.7,3.6,10.1,nt,0.7
CO[C@H]1CC[C@H]2CCN(C)C(=O)[C@H](C)[C@@H](OC)CN(C)C(=O)c3cccc(C#N)c3OC[C@@H]1O2,0.2,11.7,0.3,-151.2,-3.1,-5.4,-0.1,2.7
Nc1cc(=O)[nH]c(=O)n1CCCc1ccccc1,0.0,4.3,-1.5,-0.2,?,-3.2,nt,1.0
COc1ccc(NC(=O)c2cc(S(=O)(=O)N3CCCCC3)c[nH]2)cc1,0.0,-4.4,-2.2,-0.8,3.6,2.4,111.1*,-29.8
Nc1ncnc2c1nc(-c1ccccc1)n2C1OC(CO)C(O)C1O (stereo not drawn),-0.1,nt,-1.6,2.5,1.9,-4.6,0.0,-11.7
Cc1nn(C)c(Cl)c1C(=O)NC(C(=O)O)c1ccccc1 (stereo not drawn),0.0,-7.6,-1.0,-0.2,9.8,-2.0,-1.4,-10.2
O=C(NC1CCC1)[C@@H]1[C@@H](CO)[C@@H]2Cn3c(ccc(-c4cccc(F)c4)c3=O)[C@H]1N2Cc1cocn1,0.4,-0.8,nt,3.9,-1.7,8.5,-0.2,3.0
COc1ccc(C(CCN2CCCC2)c2c(OC)cc(OC)c3c(-c4ccccc4)cc(=O)oc23)cc1 (stereo not drawn),0.0,-3.6,-0.6,0.5,-14.4,-23.3,0.0,32.8
O=C(C[C@H]1C=C[C@H](NS(=O)(=O)c2ccccc2)[C@H](CO)O1)N1CCC(Cc2ccccc2)CC1,-0.3,nt,0.7,nt,96.3*,-15.3,-0.2,16.9
CCN(CC)CC(=O)Nc1scc2c1c(=O)oc1ccccc12,-0.1,14.6,-3.1,-4.6,6.1,5.5,nt,-14.2
Cc1ccccc1NC(=O)C1CCCN(C(=O)NCc2ccccc2)C1 (stereo not drawn),0.3,-4.3,0.8,-1.0,1.4,-1.9,-0.1,-10.1

# New compounds follow.
SMILES,XiGFP reactiv,RAD54 branch,CFTR F508del cor,Casp6 inh,DENV2 CPE rescue,GSIS activator,E-sel inducer,RAD52 inh
Cc1cc2nn(-c3ccc(F)cc3)nc2cc1N,0.1,2.0,2.1,2.9,7.0,nt,0.2,-1.9
CC(C)=CCN1CCN(Cc2cccc3c2OCO3)CC1CCO (stereo not drawn),0.1,nt,nt,0.6,2.7,-3.5,0.0,-17.4
C=CCC[C@@H](Cc1ccc(F)cc1)C(=O)OCCNC(=O)[C@@H](CC=C)CC(=O)N[C@@H](CO)Cc1ccccc1,0.0,1.5,-2.6,0.0,-7.2,-11.2,-6.0,-3.0
C=C(C)CSc1nnc([C@@H]2CCCN2)o1,-0.1,nt,-2.7,-2.8,-0.2,nt,3.8,nt
COc1ccc(CCNC(=O)Cn2c(=O)n(-c3ccc(C)c(F)c3)c(=O)c3sccc32)cc1OC,1.1,-7.8,-1.3,-0.1,-1.7,22.5,nt,-8.1
COc1ccc(/C=N/NC(=O)Nc2cccc3nsnc23)cc1,0.0,1.1,0.3,1.5,-19.2,2.2,0.3,-15.5
CCOc1ccc(S(=O)(=O)Nc2ccc(C(=O)NCC(c3ccccc3)N(C)C)cc2)cc1 (stereo not drawn),0.2,-2.3,-1.2,-3.1,-1.0,-10.9,0.2,-1.4
C[C@@H]1CN([C@@H](C)CO)S(=O)(=O)c2ccc(C#C[C@@H](C)O)cc2O[C@@H]1CN(C)C(=O)C1CC1,0.4,-8.6,-0.7,1.1,2.0,6.4,-0.2,3.9
CCOC(=O)Cc1nnc(NC(=O)C(CC)Sc2nncn2C)s1 (stereo not drawn),-0.1,-7.0,2.0,-2.1,2.1,12.3,0.0,-8.7
COc1cccc(-c2ccc3c(c2)[C@H]2[C@H](CCN2C(=O)Cc2ccccc2)[C@@H](CO)N3)c1,0.0,13.0,4.2,-0.9,-24.3,1.3,0.7,-12.7
Nc1[nH]c(=O)[nH]c(=O)c1N=Nc1ccccc1Cl,-0.1,0.6,-0.9,-2.9,3.1,18.4,nt,9.3
CC(C)Cc1cc(C(=O)NCCc2ccccc2)no1,0.0,-5.4,1.3,0.9,1.1,-7.9,nt,-7.2
CO[C@@H]1CN(C)C(=O)c2ccc(NC(C)=O)cc2OC[C@H](C)N(Cc2ccc(F)cc2)C[C@H]1C,-0.1,-2.9,1.9,nt,6.4,-29.0,0.0,4.7
Cc1ccccc1N1CCN(CCCN2C(=O)C3CCCCN3C2=O)CC1 (stereo not drawn),0.0,-8.5,-3.1,0.4,6.3,-1.2,nt,-8.9
CC(C)N(Cc1nccn1C)C(=O)c1ccc2oc(Cc3ccccc3)nc2c1,0.0,0.5,0.7,-1.3,-2.9,4.3,nt,1.8
Cc1cc(C)nc(NC(=O)c2cccc(Br)c2)n1,0.0,3.3,-3.8,-2.4,-0.3,-3.3,nt,-10.7
C[C@@H]1CN([C@@H](C)CO)C(=O)Cc2cc(NC(=O)c3ccncc3)ccc2O[C@H]1CN(C)S(=O)(=O)c1cn(C)cn1,0.0,5.7,-1.6,0.9,4.3,-5.1,8.5,-13.0
O=C(Nc1ccc(F)cc1)N1C[C@H]2[C@@H](c3ccccc31)[C@H](CO)N2C(=O)Cc1ccncc1,-0.1,1.1,7.1,-1.5,?,-4.5,-0.3,-3.0
O=[N+]([O-])c1ccc(S(=O)(=O)N(CCCN2CCOCC2)Cc2cccs2)cc1,0.1,nt,1.1,-2.7,3.2,4.0,nt,-2.6
CC(C)CC#Cc1ccc([C@@H]2[C@@H](CO)N3C(=O)CN(C(=O)Nc4ccc(F)cc4)C[C@@H]23)cc1,0.2,nt,2.4,-2.8,2.1,-13.3,-0.4,-7.6
CCC(C)N(C(=O)CN1C(=O)NC2(CCc3ccccc32)C1=O)C1CCS(=O)(=O)C1 (stereo not drawn),0.0,-6.4,-2.7,-3.5,11.6,30.9,-0.2,-6.1
O=C(N/N=C/c1cccnc1)c1ccc(F)cc1,0.0,1.6,0.3,2.8,4.1,-10.1,0.5,-11.6
N#CC(NC(=O)OCc1ccccc1)c1ccccc1 (stereo not drawn),-0.3,-0.3,-0.7,-1.7,-5.2,0.5,0.0,-9.3
COc1ccccc1CCC(=O)OCc1csc(CC(=O)Nc2ccccc2C)n1,0.0,-2.1,-0.8,-4.3,3.1,-4.7,3.5,-28.3
CCN(CC)S(=O)(=O)c1ccc(NC(=O)C2CCCO2)cc1 (stereo not drawn),nt,-0.1,-0.8,-1.8,-1.1,5.1,nt,-17.9

# Next structures.
SMILES,XiGFP reactiv,RAD54 branch,CFTR F508del cor,Casp6 inh,DENV2 CPE rescue,GSIS activator,E-sel inducer,RAD52 inh
CCCC/C=C/C(NC(=O)c1ccc(C(=O)OC)cc1)c1ccccc1 (stereo not drawn),0.6,-8.9,-3.0,2.3,-20.9,nt,-0.1,-13.3
Cc1cc(C)c(C)c(S(=O)(=O)N2CCN(C(=O)c3ccco3)CC2)c1C,0.0,-10.3,-1.2,-4.6,-1.3,nt,nt,-5.1
O=C(O)C1CCC(c2ccc(-c3ccccc3)cc2)CC1 (stereo not drawn),0.0,-3.2,-2.3,-0.8,5.0,-1.6,nt,-3.5
COC(=O)C1=CN(C2CC2)C=C(C(=O)OC)C1c1ccc(C(F)(F)F)cc1,0.0,nt,nt,-1.6,11.4,18.8,nt,-10.3
CC(=O)Nc1cccc(C(=O)/C=C/c2ccc(C)cc2)c1,0.1,nt,nt,4.7,-2.7,nt,1.1,3.7
CCCCn1c(N)c(N(CCC(C)C)C(=O)c2ccc(-c3ccc([N+](=O)[O-])cc3)o2)c(=O)[nH]c1=O,0.0,2.6,2.9,-1.2,-8.4,-11.4,0.4,-26.2
CC12CCC(=O)N1C(C(=O)Nc1nc3ccc(Cl)cc3s1)CS2 (stereo not drawn),0.1,1.7,-4.9,2.4,-1.3,-20.3,0.4,-25.4
CSCCC(NC(=O)c1ccccc1)C(=O)NNC(=O)c1ccccc1 (stereo not drawn),-0.1,-3.0,-2.0,2.8,-5.0,3.7,0.2,-7.5
Cc1ccc(NC(=O)CSc2nc(N)cc(N)n2)cc1S(=O)(=O)N1CCOCC1,0.0,-9.2,2.6,19.2,6.9,-2.3,nt,-23.9
N#Cc1c(NC(=O)C2CC=CCC2C(=O)O)sc2c1CCCCCC2 (stereo not drawn),0.1,2.7,nt,nt,nt,-0.7,1.1,nt
C[C@@H]1CCCCO[C@H](CN(C)Cc2ccc(C(F)(F)F)cc2)[C@@H](C)CN([C@H](C)CO)C(=O)c2cc(NC(=O)C3CCCCC3)ccc2O1,0.1,0.5,5.6,nt,-11.8,-10.5,-0.2,nt

# Assay outcomes (PubChem BioAssay)
